Screening data (PubChem)
p53 reactivator: mutant p53 re-activation in reporter cells; actives 0.063% (n = 320,000); AID 504706; Potency, µM (doses to about 92.2 µM), inactives show top-dose activity change, positive = activation, hits mostly activators; H1299 p53-A138V BP100-luciferase reporter, luminescence, 24 h; also: potency is read from the fitted curve at half-maximal effect; % of control where 0% means no effect; nearly all actives have a fitted effect of over 45% in size
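p53-null H1299 cells stably carrying temperature-sensitive p53-A138V and a BP100-luciferase reporter were pinned with compounds (4-point, 1:5 series) and held 24 hrs at 37 deg C. Luminescence was read 10 min after detection reagent.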
Integrin act MD: activators of alpha7 integrin expression for muscular dystrophy; alpha7betagal myoblasts, beta-gal FDG fluorescence, 48 h; Potency, µM (highest dose often 38.3 µM), inactives show at the highest dose activation, usual class: activators; actives 0.064% (n = 350,000); AID 624291;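 also: potency is read from the fitted curve at half-maximal effect; 100% = response of the positive control SU9516; nearly all actives have a fitted effect of over 60% in size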
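Alpha7betagal+/- myoblasts (passage 13) were plated 16-24 hr, then exposed to compounds (1:260 dilution of DMSO stock) for 48 hours at 37C. After MPER lysis, β-galactosidase reporter activity was read as FDG fluorescence (ex 480/em 540) after 30 minutes.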
Eya2 inh: blocks the phosphatase activity of human Eya2; O00167; recombinant Eya2, OMFP fluorescence dephosphorylation (OMFP is methylfluorescein phosphate); Potency, µM (doses to about 76.9 µM), inactives show at the highest dose activity, negative = inhibition, usual class: inhibitors; actives 0.006% (n = 330,000); also: potency is read from the fitted curve at half-maximal effect; % is scaled to controls: 0 for no effect and ±100 for the full control effect
Target sequence (O00167 whole entry, looked up): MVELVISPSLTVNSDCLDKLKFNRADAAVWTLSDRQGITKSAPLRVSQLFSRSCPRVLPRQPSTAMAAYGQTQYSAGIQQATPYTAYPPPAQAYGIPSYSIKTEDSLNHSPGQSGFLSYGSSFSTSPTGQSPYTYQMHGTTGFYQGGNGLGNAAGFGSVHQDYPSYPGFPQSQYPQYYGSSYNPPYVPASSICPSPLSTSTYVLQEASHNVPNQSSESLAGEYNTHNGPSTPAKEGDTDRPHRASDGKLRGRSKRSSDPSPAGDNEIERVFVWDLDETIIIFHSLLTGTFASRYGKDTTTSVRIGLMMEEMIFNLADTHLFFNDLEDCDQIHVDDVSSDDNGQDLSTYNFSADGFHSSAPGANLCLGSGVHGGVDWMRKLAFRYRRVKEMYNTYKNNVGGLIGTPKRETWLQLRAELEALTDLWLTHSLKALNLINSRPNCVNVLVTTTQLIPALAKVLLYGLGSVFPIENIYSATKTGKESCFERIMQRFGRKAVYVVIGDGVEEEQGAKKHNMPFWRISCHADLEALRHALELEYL
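Eya2 (0.2 uM) preincubated 10 min at ambient with compound, then OMFP substrate added at 50 uM; 10 min reaction in 50 mM HEPES pH 7.5, 50 mM NaCl, 5 uM MgCl2, 0.05% BSA, 1 mM DTT. Fluorescence read at Ex 485/Em 525 nm.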
TRPV1 ag: human TRPV1 agonism. TRPV1-expressing cells, Fluo-8 calcium influx, agonist mode. activation, % at 8.33 µM. actives 0.19% (n = 320,000). AID 540275; in the data active = activation above about 80%; inconclusive = between about 30% and that limit; also: 0% is about no effect
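Fluo-8 calcium influx in TRPV1-expressing cells, kinetic read (ex 480/em 520 nm). Compound added and read 3 min for agonist activity, followed by capsaicin at EC20 final and 2 min further read for enhancement.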
uPA surface inh: inhibitors of cell surface uPA generation; cell surface uPA generation assay, qHTS; actives 0.31% (n = 330,000); AID 540303; Potency, µM (titrated, usually from 38.3 µM), inactives show at the highest dose activity change, negative = inhibition, actives largely listed as inhibitors; active = well fitted inhibition curve with a large enough effect; inconclusive = small, poorly fitted or top-dose-only effect; inactive = no such curve, though single readings can be large or run the other way; tested in mouse RAW 264.7 cells; also: potency is read from the fitted curve at half-maximal effect; % is scaled to controls: 0 for no effect and ±100 for the full control effect; nearly all actives have a fitted effect of over 55% in size
ELG1 genotoxic: inducers of genotoxicity in HEK293T ELG1-luciferase cells | actives 1.3% (n = 330,000) | HEK293T ELG1-luciferase reporter, luminescence, 16 h | Potency, µM (doses to about 46 µM), inactives show top-dose activity change, positive = activation, most hits filed as activators; also: potency is read from the fitted curve at half-maximal effect; % of control where 0% means no effect; nearly all actives have a fitted effect of over 60% in size
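Quantitative HTS format in 1536-well plates. HEK293T ELG1-luciferase reporter cells receive test compound and are incubated 16 hr at 37 °C, 5% CO2; ONE-Glo added, 30 min room temperature, then luminescence read.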
BRCA1 expr up: BRCA1 expression activation; MCF7-BRCA1-FFLuc reporter, luminescence, 48 h; response scale: scaled: vehicle 0%, 10 µM genistein 100%; Potency, µM (series often up to 46.1 µM), inactives show at the top dose activation, most hits filed as activators; actives 1.1% (n = 380,000); AID 624202; also: potency is read from the fitted curve at half-maximal effect; nearly all actives have a fitted effect of over 80% in size; some results filed as inactive show a strong effect at the top dose
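Reporter cells (MCF7, BRCA1 promoter-firefly luciferase) received library compounds across a concentration series for 48 h. End-point luminescence was measured and concentration-effect curves derived after normalization.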
USP2a block: USP2a (human) protease inhibition; USP2 core, Ub-CHOP2 coupled fluorogenic reporter, 485/531; actives 0.01% (n = 330,000); Potency, µM (doses to about 38.3 µM), inactives show at the highest dose activity change, negative = inhibition, usual class: inhibitors; AID 463254;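 also: potency is read from the fitted curve at half-maximal effect; plate controls were DMSO wells for no effect and full inhibition by NEM control for full effect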
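Cell-free coupled assay: 10nM USP2 core preincubated 30min RT with compound in Tris-HCl pH 8.0/CaCl2/CHAPS buffer, then 25nM Ub-CHOP2 and 25nM reporter substrate; fluorescence (Ex 485/Em 531) read after 60min RT, normalized to NEM inhibition, concentration-response curves fitted.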
PTAP TSG101 blk: blocks PTAP/TSG101 interaction to inhibit HIV-1 budding. Fluorescence polarization, FITC-PTAP peptide / Tsg101 binding. Potency, µM (top dose mostly 115 µM), inactives show at the highest dose activity change, negative = inhibition, actives largely listed as inhibitors. 340,000 tested, under 10 active. AID 493005; active = well fitted inhibition curve with a large enough effect in the main read-out, with a control signal flat, not every such curve was filed as active; inconclusive = small, poorly fitted or top-dose-only effect, or effect the other way, or a change in a side signal; inactive = no such curve, though single readings can be large or run the other way; also: potency is read from the fitted curve at half-maximal effect; % of control where 0% means no effect
Target sequence (Q99816 whole entry, looked up): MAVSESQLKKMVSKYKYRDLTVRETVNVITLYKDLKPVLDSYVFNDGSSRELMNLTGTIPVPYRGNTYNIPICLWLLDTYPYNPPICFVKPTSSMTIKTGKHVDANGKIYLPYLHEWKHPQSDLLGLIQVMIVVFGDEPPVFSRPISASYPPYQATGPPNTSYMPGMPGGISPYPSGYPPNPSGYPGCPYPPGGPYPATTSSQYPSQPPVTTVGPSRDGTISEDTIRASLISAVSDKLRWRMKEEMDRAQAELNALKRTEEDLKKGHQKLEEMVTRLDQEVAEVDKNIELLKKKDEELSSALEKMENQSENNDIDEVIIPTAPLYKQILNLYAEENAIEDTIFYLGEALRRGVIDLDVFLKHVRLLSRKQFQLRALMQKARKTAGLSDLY
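Compounds were pin-transferred onto Tsg101 binding domain (10 uM final) in HEPES pH 7.5 buffer, then FITC-PTAP peptide was added at 50 nM final. After 20 min at RT, polarization reported peptide displacement across a qHTS concentration series.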
B2AR arrestin: beta2AR (human) beta-arrestin recruitment activity | Potency, µM (doses to about 46.1 µM), inactives show top-dose activation, most hits filed as activators | actives 0.02% (n = 330,000) | AID 492947 | beta-arrestin recruitment to beta2AR, cell-based reporter;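 also: potency is read from the fitted curve at half-maximal effect; 0% = DMSO controls and full agonism = EC100 isoproterenol or metaproterenol; nearly all actives have a fitted effect of over 65% in size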
ASM inhibitor: human S-ASM enzyme inhibition; placental ASM, HMU-PC fluorogenic substrate, 60 min; Potency, µM (highest dose often 57.5 µM), for the others: top-dose activity change, negative = inhibition, actives largely listed as inhibitors; P17405; AID 504937; actives 0.006% (n = 340,000); also: potency is read from the fitted curve at half-maximal effect
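HMU-PC0 cleavage (9 uM final) by human placental ASM, 60 min at 37 °C following 10 min compound exposure at RT; stopped at pH 10, fluorescence Ex 386/Em 447 nm.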
The depositor's hits bear a star; i = inactive; ? = inconclusive; · = no result given; & = joins results of further samples; [ ] = remark or other dose. Unless noted, calls follow the shape of the dose curve; as a rule, active = well fitted curve in the direction sought with a large enough effect; inconclusive = small, poorly fitted or top-dose-only effect, or another doubt; inactive = no such curve, though single readings can be large; an effect the other way counts as inactive or inconclusive. Hits appear at their usual frequency; about 2.6% have a hit in one of these screens.

SMILES | p53 reactivator | Integrin act MD | Eya2 inh | TRPV1 ag | uPA surface inh | ELG1 genotoxic | BRCA1 expr up | USP2a block | PTAP TSG101 blk | B2AR arrestin | ASM inhibitor
CCOc1ccc(NC(=O)COC(=O)COc2cccc3c2OC(C)(C)C3)cc1 | 7% | -36%[inhibitor] | -19% | 1 | 6% | 0% | 6% | 1% | -1% | 0.3% | -3%
COc1ccccc1NC(=O)C/C(C)=N/NC(=O)c1ccccn1 | 25% | 2% | 3% | ? | -2% | 12% | ? | -2% | -2% | 0.2% | -3%[11.5 µM]
Clc1ccc(-c2ccnc(Oc3cc(Cl)ccc3Cl)n2)cc1 | -6% | 15% | 5% | 1 | -1% | -3% | -20% | 1% | 0% | 0.0% | -6%
O=[N+]([O-])c1cc([N+](=O)[O-])c(Oc2cc(F)cc(F)c2)cc1NN1CCCCC1 | 5% | 3% | 5% | ? | 0% | 11% | 10% | -4% | 1% | -0.4% | -2%
Cc1cccc(N2CCN(Cc3cnc(Cl)s3)CC2C)c1 (centres undefined) | 1% | 38% | -6% | 0 | 6% | -10% | -27% | -1% | 1% | 0.1% | -2%
CCOCCc1nnc(NC(=O)Cc2c(F)cccc2Cl)s1 | -5% | 10% | -9% | -6 | 2% | -7% | 0% | 1% | -5% | -0.1% | 3%
CCCn1c(C(C)Nc2nc(-c3ccc(C)cc3)cs2)nc2ccccc21 (centres undefined) | · | 10% | 5% | 2 | -22% | -5% | -57% | -1% | 0% | -0.8% | 54%
OCCCCC#Cc1c(-c2ccsc2)sc2ccccc12 | 5% | -25% | -6% | 5 | -15% | 0% | -17% | -1% | 0% | -0.9% | -2%
CCOc1ccc(N(CC(=O)NCC2CCCO2)S(=O)(=O)c2ccc(Cl)cc2)cc1 (centres undefined) | -1% | 7% | -14% | 16 | -3% | 1% | 2% | 2% | -7% | -0.2% | 2%
Cc1c(NC(=O)c2noc3c2CCc2ccccc2-3)c(=O)n(-c2ccccc2)n1C | · | 7% | · | · | 5% | · | 20% | · | -1% | · | 0%
O=C(Nc1ncn[nH]1)c1ccc(Cl)c(S(=O)(=O)Nc2ccc(Cl)cc2)c1 | -6% | 12% | 1% | -2 | -13% | 4% | 13% | -5% | -4% | 3.9% | -1%
COc1ccc(C(=O)C2CCCN(C(=O)COc3ccc(C(C)=O)cc3)C2)cc1F (centres undefined) | -10% | -45% | 15% | 5 | -4% | -8% | -26% | -2% | -2% | 0.0% | -1%
O=C(CNC(=O)c1cccc(N2C(=O)c3ccccc3C2=O)c1)Nc1ccc(F)c(F)c1 | 5% | -13% | 10% | 4 | -3% | 1% | 5% | 3% | -6% | 0.0% | -1%
Cc1ccc2cc(NC(=O)CC(CC(=O)O)c3ccccc3)ccc2n1 (centres undefined) | -2% | 4% | 8% | 0 | -9% | -2% | -3% | -1% | 0% | 0.0% | 0%
C#CCSc1nnc(-c2ccc(OC)cc2)o1 | 20% | -29% | 9% | 3 | -11% | 10µM* | ? | -1% | -9% | 0.3% | 1%
CC(C)C(=O)NNc1nc2ccccc2s1 | 14% | -5% | 13% | 6 | -7% | 18µM* | 8.9µM* | 0% | -5% | -0.5% | 3%
CC(C)(C)c1ccc(C(=O)Nc2ccc(Cl)cc2)cc1 | ? | 31% | -3% | 80* | 1% | ? | ? | 4% | -5% | 2.9% | ·
COc1cccc(N2CCN(C(=O)c3c(C)nn(-c4ccccc4)c3C)CC2)c1 | -5% | -5% | 5% | -1 | -3% | -12% | 0% | -3% | 1% | 0.1% | 1%
COCCN(C(=O)COC(=O)C1COc2ccccc2O1)c1c(N)n(Cc2ccccc2)c(=O)[nH]c1=O (centres undefined) | 0% | -11% | 14% | -1 | 5% | -7% | -8% | 2% | -1% | -0.2% | 5%
Cc1cc(C)cc(NC(=O)N2CCCC2C(=O)Nc2ccc(-n3cnnn3)c(C)c2)c1 (centres undefined) | -6% | 10% | -4% | -4 | -9% | -1% | -10% | 3% | -15% | 0.0% | 4%

A few values from above:
PTAP TSG101 blk result of Cc1c(NC(=O)c2noc3c2CCc2ccccc2-3)c(=O)n(-c2ccccc2)n1C → -1%
ASM inhibitor result of CCOc1ccc(N(CC(=O)NCC2CCCO2)S(=O)(=O)c2ccc(Cl)cc2)cc1 (centres undefined) → 2%

(list continues)
SMILES | p53 reactivator | Integrin act MD | Eya2 inh | TRPV1 ag | uPA surface inh | ELG1 genotoxic | BRCA1 expr up | USP2a block | PTAP TSG101 blk | B2AR arrestin | ASM inhibitor
NS(=O)(=O)c1ccc(N2N=C(c3ccccc3)CC2c2cccc(Br)c2)cc1 (centres undefined) | -7% | -4% | 1% | · | ? | -2% | -58% | -12% | -3% | -0.3% | i
COc1ccc(Cl)cc1S(=O)(=O)N(C)CC(=O)NCc1ccccn1 | -6% | -13% | -9% | -1 | -8% | 0% | -20% | -2% | 0% | -0.4% | 2%
C/C(N)=C(/C#N)C(=O)COC(=O)C1Cc2ccccc2CN1S(C)(=O)=O (centres undefined) | -6% | 20%&-6% | 27% | -2 | 2%&2% | 1% | -6%&-32% | -7% | -13%&-5% | -0.4% | 0%&-2%
Cc1ccc(C(=O)NCc2nnc(SCC(=O)Nc3sc4c(c3C#N)CCCC4)n2C)cc1 | 10% | -17% | -15% | -3 | -4% | 16% | 16% | 2% | -1% | -0.2% | -7%
CC(C)c1ccc2occ(-c3nn[nH]n3)c(=O)c2c1 | -9% | -8% | 0% | -4 | 1% | 0% | -23% | 1% | -2% | 0.7% | 4%
Cc1ccc(C(=O)Nc2cc(Cl)ccc2N2CCCCC2)s1 | 2% | -4% | -11% | 8 | 11% | -3% | -33% | 5% | -1% | 0.2% | -9%
COc1ccc(/C=N/NC(=O)c2c(C)nnn2-c2nonc2N)cc1OC | 0% | -6% | 2% | 2 | -1% | 13% | -1% | 2% | 0% | 0.1% | -1%
NS(=O)(=O)c1ccc(C(=O)Nc2ccc(-c3nc4cccnc4s3)cc2)cc1 | 23% | -15% | 20% | -3 | ? | ? | ? | 0% | -1% | -0.5% | 39%[activator]
CCc1nccn1S(=O)(=O)c1cc(Br)ccc1OC | -2% | 8% | 3% | 2 | 2% | 1% | 6% | 3% | 0% | 0.1% | -2%
COCCN(CC(=O)Nc1cccc(C)c1C)C(=O)c1cc(S(=O)(=O)N2CCCC2)ccc1C | -13% | 28% | -20% | -7 | 14% | -2% | 9% | 2% | 1% | -0.1% | 8%
C=CCc1cccc2cc(C(=O)N3CCN(C(=O)c4ccco4)CC3)c(=O)oc12 | -1% | -11% | 9% | -1 | 3% | -4% | -2% | 3% | -3% | -0.1% | -1%
NS(=O)(=O)c1ccc(NC(=O)CN2CCN(S(=O)(=O)c3ccc(F)cc3)CC2)cc1 | 1% | -21% | -2% | -1 | -9% | -3% | 0% | 1% | -9% | 0.3% | 5%
O=C(NC1CCCC1)c1ccccc1-c1ccccc1 | -2% | 18% | -1% | -8 | 1% | -3% | -17% | 1% | -3% | -0.3% | 2%
OC(CNCCc1ccc(Cl)cc1)COc1ccc2ccccc2c1 (centres undefined) | -11% | -72%[inhibitor] | 10% | 4 | -4% | -3% | -23% | 1% | -1% | -1.1% | -6%
Cc1ccc(-c2nc(CS(=O)CC(=O)NCc3ccccc3)c(C)o2)cc1 (centres undefined) | -2% | -8% | -15% | 7 | -5% | 3% | 3% | -1% | 0% | -0.5% | -4%
C#Cc1ccc(C(=O)Nc2ccc(N3CCC(C)CC3)c(C(N)=O)c2)cc1 | -1% | -4% | -1% | 0 | 2% | -4% | -15% | 1% | 0% | 0.1% | -3%
COc1ccc(-c2nc(CS(=O)CC(=O)NCCCN3CCOCC3)c(C)o2)cc1OC (centres undefined) | -3% | 1% | -9% | -3 | -19% | 2% | 5% | -1% | -7% | 0.2% | -3%
O=c1cc(O)nc(SCc2ccccc2)n1-c1ccc(F)cc1 | -12% | 23% | -5% | 1 | 0% | 1% | 9% | 6% | -1% | 0.2% | -1%
Cc1nnc(NC(=O)c2sc3nc(-c4cccs4)cc(C(F)(F)F)c3c2N)s1 | -4% | -14% | 21% | 18 | -2% | -2% | -71%[inhibitor] | 1% | ? | 0.0% | -12%
Cc1cc(NC(=O)c2ccc3c(c2)OCCO3)ccc1NC(=O)c1ccco1 | -6% | 9% | -26% | 3 | -13% | 10% | ? | 0% | -2% | -0.4% | 2%
CC12CCC(C(=NO)C1=O)C2(C)C (centres undefined) | · | -14% | · | · | 5% | · | -12% | · | -3% | · | 0%
CC(=O)n1cc([C@@H]2C=C(C(=O)N3CCOCC3)O[C@H](OCc3ccc(CO)cc3)C2)c2ccccc21 | -6% | 27% | -8% | 12 | 8% | -2% | -2% | 1% | · | -0.1% | -2%
